# TNAP inh pNP – human TNAP enzyme inhibitors, primary screen, biochemical, colorimetric, p-nitrophenol readout | Alkaline phosphatase, tissue-nonspecific isozyme (Homo sapiens), P05186 | purified TNAP, pNPP hydrolysis, absorbance 405 nm | inhibition, % at 20 µM | 21,000 tested, under 10 active;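 note: 0% = DMSO only wells and 100% = 1 mM levamisole wells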
# Target sequence (P05186 whole entry, looked up): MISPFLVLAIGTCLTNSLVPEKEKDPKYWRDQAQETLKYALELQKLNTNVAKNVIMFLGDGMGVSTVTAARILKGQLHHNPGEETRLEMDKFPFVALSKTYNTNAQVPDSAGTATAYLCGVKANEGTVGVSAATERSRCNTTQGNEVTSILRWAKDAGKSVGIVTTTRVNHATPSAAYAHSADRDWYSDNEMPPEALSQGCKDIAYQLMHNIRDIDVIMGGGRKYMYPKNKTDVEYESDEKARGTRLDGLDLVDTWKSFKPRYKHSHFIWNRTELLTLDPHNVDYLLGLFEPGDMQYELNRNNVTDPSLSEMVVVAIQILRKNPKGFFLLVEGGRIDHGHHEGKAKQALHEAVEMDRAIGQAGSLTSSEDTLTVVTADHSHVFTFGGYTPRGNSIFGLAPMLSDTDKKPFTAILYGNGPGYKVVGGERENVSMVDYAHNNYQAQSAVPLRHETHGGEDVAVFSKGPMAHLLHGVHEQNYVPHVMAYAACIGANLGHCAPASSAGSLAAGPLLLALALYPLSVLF
# TNAP inh Pi – human TNAP enzyme inhibitors, primary screen, biochemical, colorimetric, phosphate release readout; purified TNAP, pNPP, malachite green phosphate absorbance; inhibition, % at 20 µM; Alkaline phosphatase, tissue-nonspecific isozyme (Homo sapiens), P05186; AID 614, 2007; 21,000 tested, under 10 active
# An asterisk follows results filed as active.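 Rule for the calls: active = inhibition above 50% at the 20 µM single-dose screen; inactive = the rest.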
# Results follow in this order: TNAP inh Pi	TNAP inh pNP
COc1cc(OC)cc(-n2nnnc2SCC(=O)NCc2ccc3c(c2)OCO3)c1
 : 9	1
Cn1c(-c2ccccc2)cnc1SCC(N)=O
 : 14	0
CCN1CCN(Cc2ccc3c(c2)Cc2ccccc2-3)CC1
 : -1	4
COc1cccc(-c2cc(C(F)(F)F)n3ncc(C(=O)NCC4CCCO4)c3n2)c1 (centres undefined)
 : 1	0
Cc1cc(=O)[nH]c(SCC(=O)Nc2nnc(CC(C)C)s2)n1
 : 6	-2
Cc1ccc(NC(=O)C2CCN(C(=O)NC3CCCCC3)CC2)cc1Cl
 : 20	4
Cc1ccc(S(=O)(=O)N2CCN(c3nc(C)c4c(c3C#N)CC(C)(C)OC4)CC2)cc1
 : 11	5
COc1ccc(-c2cc(=O)[nH]c(=O)[nH]2)cc1
 : 9	1
Cc1occc1C(=O)Nc1c(F)cc(F)cc1Br
 : 8	2
COC(=O)c1sc(NC(=O)c2ccco2)nc1C
 : 4	4
Cc1ccc(-n2c(Cc3cccs3)nnc2SCC(=O)OC(C)C)cc1
 : 4	-1
OC(COc1ccc2ccccc2c1Cl)CN1CCOCC1 (centres undefined)
 : 6	2
CCC(C)n1nccc1NC(=O)C(C)OC(=O)c1cc2ccccc2[nH]1 (centres undefined)
 : 12	4
O=C(Nc1ccc(S(=O)(=O)N2CCc3ccccc3C2)cc1)C1CCCO1 (centres undefined)
 : 4	-1
O=c1c(-c2ccc3c(c2)OCCO3)c(C(F)(F)F)oc2cc(O)cc(O)c12
 : 0	0
O=c1cc(Cn2ccnc2)c2cc3c(cc2o1)CCC3
 : 12	6
CC(=O)[C@@H]1[C@@H]2C(=O)N(c3ccc(F)c(Cl)c3)C(=O)[C@@H]2C2c3ccccc3C=CN21 (some centres undefined)
 : -5	-10
CCN(CC)CCOc1nc(C)nc2c1oc1ccccc12
 : 8	3
COc1cccc(-n2c(SC)nnc2-c2cnccn2)c1
 : 7	-1
CSc1nc2sc3c(c2c2nnnn12)CCCC3
 : -14	-9
CCCCC(=O)O[C@H]1CC[C@H]2[C@@H]3CCc4cc(O)ccc4[C@H]3CC[C@]12C
 : -18	4
C=CCn1c(N)c(C(=O)OC(C)CC)c2nc3ccccc3nc21 (centres undefined)
 : -1	4
C[C@]12CC[C@@H]3c4ccc(O)cc4CC[C@H]3[C@@H]1CC[C@@H]2OC(=O)CCC(=O)O
 : 6	2
C=CCn1c(SCC(=O)OC)nc2sc3c(c2c1=O)CCN(C)C3
 : 6	2
O=C(Oc1ccccc1C(=O)N1CCOCC1)c1cccc(Br)c1
 : -15	4
O=C(CSCc1ccccc1)N1CCN(C(=O)c2ccco2)CC1
 : 7	6
O=C(Nc1ccc2c(c1)CCC2)C1CCN(c2c3c(nc4ncnn24)CCC3)CC1
 : 8	2
CC(C)(C)c1cc(C(=O)O)c(CN2CCCCC2)o1
 : 8	6
Cc1ccc(Oc2nsnc2N2CCOCC2)cc1
 : 5	2
COC(=O)c1cccc(NC(=O)Cn2nnc3ccccc32)c1
 : 8	7
Cc1ccc(S(=O)(=O)C(C#N)c2nc3ccccc3nc2N2CCC(C)CC2)cc1 (centres undefined)
 : 6	1
CN(C)CCN1C(=O)C(=O)/C(=C(/O)c2ccc(OCc3ccccc3)cc2)C1c1ccncc1 (centres undefined)
 : -22	4
CCn1nc(NC(=O)c2ccco2)c2cc3ccc(C)cc3nc21
 : -19	4
CCNc1nc(SCc2ccccc2)nc(N2CCOCC2)n1
 : 6	-1
COC(=O)c1cc(OC)c(OC)cc1NC(=O)Nc1ccccc1OC
 : 8	2
COc1ccc(CCN2C(=O)CC(NCc3ccc4c(c3)OCO4)C2=O)cc1OC (centres undefined)
 : 7	3
COc1ccc(-c2nc3ccccc3c(=O)n2CCN2CCOCC2)cc1
 : 8	4
Cc1cc(C(F)(F)F)nn1CC(=O)NCC1CCCO1 (centres undefined)
 : 4	1
COc1cc(NS(=O)(=O)c2ccc(NC(=O)NC3CCCCC3)cc2)nc(OC)n1
 : 3	0
O=C(Oc1cccc2cccnc12)c1ccc2c(c1)OCCO2
 : 6	4
COc1ccc(C(=O)N2CCN(C(=O)c3cc(OC)c(OC)c(OC)c3)CC2)cc1
 : 11	4
COc1ccc(C(=O)Nn2cnc3scc(-c4cccs4)c3c2=O)c(O)c1
 : 20	5
CCOC(=O)c1c(NC(=O)c2nn(CC)cc2Br)c(C#N)nn1-c1ccccc1
 : 0	0
O=S(=O)(/N=C(/Nc1cc(N2CCOCC2)ncn1)c1ccc(F)cc1)c1ccccc1
 : -4	-4
COCCCn1c(-c2ccc(OC)cc2)nc2nc3ccccc3nc21
 : 9	4
CCCC(=O)N(Cc1cc2ccccc2[nH]c1=O)c1ccccc1OC
 : 9	6
COc1ccc(C2CC(C(F)(F)F)n3nc(C(=O)NCc4c(C)nn(C)c4C)c(Cl)c3N2)cc1 (centres undefined)
 : 8	3
CCOC(=O)c1c(CN2CCCCC2)oc2ccc(OC)cc12
 : 10	3
Cc1cc(C)nc(N(C#N)S(=O)(=O)c2ccccc2)n1
 : 18	8
O=C(N1CCCCC1)N1CCN(C(=O)N(c2ccccc2)c2ccccc2)CC1
 : 13	2
Clc1ccc(-c2nnc(-c3ccc(Br)o3)o2)c(Cl)c1
 : 0	0
Cc1sc(NC(=O)c2ccco2)c(CN2CCCCC2)c1C
 : 11	8
CCn1c(CNc2cccc(Cl)c2)nnc1SCc1ccccc1
 : -14	3
Cc1ccc(S(=O)(=O)N2CCCC2C(=O)Oc2ccccc2)cc1 (centres undefined)
 : 16	3
CCOc1cc(NC(=O)c2ccco2)c(OCC)cc1NC(=O)COc1ccccc1
 : -9	3
CC(C)c1nnc(NC(=O)c2c(O)c3cccc4c3n(c2=O)CC4)s1
 : 0	-7
O=C(NCc1ccc(F)cc1)C1CCCN1C(=O)NCc1ccccc1 (centres undefined)
 : 2	1
Cc1nc2cc(NCc3nc4ccccc4n3Cc3ccccc3)ccc2n1C
 : 10	2
CCCCc1c(O)nc(SCC(=O)NCCc2ccc(OC)c(OC)c2)[nH]c1=O
 : 17	5
Cn1c(SCc2nnc(-c3ccc(F)cc3)o2)nnc1C1COc2ccccc2O1 (centres undefined)
 : 5	-1

# Fetched by structure from the list above (5):
# Results follow in this order: TNAP inh Pi	TNAP inh pNP
O=c1cc(Cn2ccnc2)c2cc3c(cc2o1)CCC3
 : 12	6
Cc1cc(C)nc(N(C#N)S(=O)(=O)c2ccccc2)n1
 : 18	8
O=C(N1CCCCC1)N1CCN(C(=O)N(c2ccccc2)c2ccccc2)CC1
 : 13	2
Cc1sc(NC(=O)c2ccco2)c(CN2CCCCC2)c1C
 : 11	8
CCCCC(=O)O[C@H]1CC[C@H]2[C@@H]3CCc4cc(O)ccc4[C@H]3CC[C@]12C
 : -18	4

# (list continues)
# Results follow in this order: TNAP inh Pi	TNAP inh pNP
CCCCCn1c(Br)nc2c1c(=O)n(CC(N)=O)c(=O)n2C
 : 6	3
C(=C\c1ccccc1)/C=N/n1cnnc1
 : 2	-1
COC(=O)c1cc(Br)c(=O)n(Cc2ccc3c(c2)OCO3)c1
 : 11	5
COc1nc(NS(=O)(=O)c2ccc(C)cc2)nc(C)c1Cl
 : 5	2
N#CCSc1nnc(COc2cccc3ccccc23)n1-c1ccccc1
 : -17	3
Cn1c(-c2ccc(N)cc2)nc2ccccc21
 : 8	1
CC1(C)Cc2c(C#N)c(N)n(-c3ccccc3)c(=O)c2CO1
 : 11	6
CCOC(=O)Cc1c(C)c2c(C)[nH]nc2oc1=O
 : 4	2
CCC(C)(C)NC(=O)CN(C(=O)c1snc(C(N)=O)c1N)c1ccc2c(c1)OCCO2
 : 0	0
CN(C(=O)c1ccc(Cl)cc1)C1=CCCCC1CCC#N (centres undefined)
 : 13	5
c1ccc(-c2nnc(N3CCN(c4ccccn4)CC3)c3ccccc23)cc1
 : -2	5
CCc1nnc(NC(=O)CSc2nnc(COc3ccccc3C)o2)s1
 : 13	9
Cc1cccc(N2CC(=O)N(c3cccc(C)c3)CC2=O)c1
 : 5	-2
O=S(=O)(c1cccs1)N1CCC(Cc2ccccc2)CC1
 : 4	0
CCOc1ccc(C2=Nn3c(nnc3-c3cccnc3)SC2)cc1
 : 14	7

# Sorted by the number under TNAP inh Pi (smallest number first): 3 of the compounds above.
# Results follow in this order: TNAP inh Pi	TNAP inh pNP
N#CCSc1nnc(COc2cccc3ccccc23)n1-c1ccccc1
 : -17	3
CCOC(=O)Cc1c(C)c2c(C)[nH]nc2oc1=O
 : 4	2
CC1(C)Cc2c(C#N)c(N)n(-c3ccccc3)c(=O)c2CO1
 : 11	6

# Further compounds.
# Results follow in this order: TNAP inh Pi	TNAP inh pNP
CC(=O)Nc1ccc2oc(-c3cc(F)c(F)cc3Cl)nc2c1
 : 11	3
COC(=O)C1=C2SC(C)C(=O)N2C(N)=C(C#N)C1c1ccc(OC)c(OC)c1 (centres undefined)
 : -2	0
CCN=C1SC(C(=O)Nc2cccc(OCC)c2)CC(=O)N1CC (centres undefined)
 : 0	-8
Cc1cc(=O)[nH]c2n[nH]c(-c3ccccc3)c12
 : -20	0
O=C(Nc1cccc2nsnc12)C1CC(=O)N(c2ccccc2)C1 (centres undefined)
 : -23	-13
CCCc1nnc(NC(=O)Cn2c(=O)sc3ccccc32)s1
 : 13	6
CCCCCCN1CC(O)=C(c2nc3ccccc3[nH]2)C1=N
 : 2	-3
CCC/C(O)=C1\C(=O)CC(C)(C)CC1=NCCO
 : -8	-2
c1csc(Cc2nn3c(-c4ccncc4)nnc3s2)c1
 : 12	8
Cn1c(=O)n(Cc2ccccc2)c(=O)c2c1nc1n2CCCN1Cc1ccccc1
 : 7	0
Cn1c(-c2ccc(F)cc2)cnc1SCC(=O)NCc1ccco1
 : 5	2
CCn1c(NCCc2ccc(OC)c(OC)c2)nc2c1c(=O)n(C)c(=O)n2C
 : 14	8
COC(=O)c1ccc(C(=O)OC)c(NC(=O)COc2ccccc2OC)c1
 : 9	0
COCCNC(=O)C(c1ccc(C)o1)N(C(=O)c1snc(C(N)=O)c1N)c1ccc(C)c(C)c1 (centres undefined)
 : 6	3
CCC(C(=O)Nc1cnccn1)c1ccccc1 (centres undefined)
 : 5	0
COc1cc(C2Nc3ccc4ncccc4c3C3=C2C(=O)CCC3)cc(OC)c1O (centres undefined)
 : -18	-4
O=C(O)c1cc(Cl)ccc1NC(=O)C1CCCO1 (centres undefined)
 : 9	-1
O=C(Nc1ccc(N2CCOCC2)cc1N1CCOCC1)c1ccco1
 : 12	2
CC(=O)Nc1ccc(NC(=O)CCC(=O)NCCO)cc1
 : 12	3
CCOC(=O)c1ccc(N2C(=O)C3CC=C(C)CC3C2=O)cc1 (centres undefined)
 : 10	4
COc1ccc2oc(=O)c(-c3nc(C)cs3)cc2c1
 : 5	-3
O=C(CCN1C(=O)c2ccccc2S1(=O)=O)Nc1ccc2c(c1)OCCO2
 : 12	4
O=C(NCc1ccc2c(c1)OCO2)c1ccc(-c2ccc(Cl)cc2)o1
 : 4	2
Cc1cc(C)cc(OCc2nnc(SCC(=O)OC3CCCCC3)o2)c1
 : -4	4
CCn1c(COc2ccccc2)nnc1SCc1ccc(C#N)cc1
 : 8	5
CC(C)Nc1nc(SCC(=O)Nc2ccccc2)nc(N2CCOCC2)n1
 : 13	5
CC(=O)Nc1cc2c(cc1C(=O)C(C)C)OCCO2
 : 9	5
O=C(c1cc(-c2cccnc2)nc2ccc(Br)cc12)N1CCC2(CC1)OCCO2
 : -11	6
Fc1ccc(C(c2nnnn2Cc2ccccc2)N2CCSCC2)cc1 (centres undefined)
 : 14	1
O=C(NCc1ccncc1)c1ccc(Br)o1
 : -2	-4
O=S(=O)(NCC1CCCO1)c1ccc2oc3ccc(S(=O)(=O)NCC4CCCO4)cc3c2c1 (centres undefined)
 : 1	-1
CCOc1cc(N2CCOCC2)c(OCC)cc1NC(=O)Cn1[nH]c(=O)c2ccccc2c1=O
 : -16	4
COc1ccccc1OCc1nc(C#N)c(NCc2ccco2)o1
 : 7	2
COc1ccc(-c2nsc3c(N4CCN(S(=O)(=O)c5ccccc5)CC4)ncnc23)cc1
 : 12	2
O=C(CNC(=O)C1CCCCC1)NCCCO
 : 9	1
Cc1ccc2c(c1)c1c3n2CCN(C(=O)CN2CCN(C)CC2)C3CCC1 (centres undefined)
 : -4	4
Cc1nnc(NC(=O)CCC(=O)N2CCN(CCc3ccccc3)CC2)s1
 : 12	8
COC(=O)C1=C(C)N=C2SC(C)C(=O)N2C1c1ccc(C(=O)OC)cc1 (centres undefined)
 : 7	3
CCCc1c(O)nc(SCCN(CC)CC)n(C(=O)c2ccccc2)c1=O
 : 11	3
O=C(c1ccc(N2CCOCC2)cc1)c1cccs1
 : 8	4
CCC(C)[C@H](NC(=O)NCc1cccc(OC)c1)C(=O)OC (some centres undefined)
 : -9	6
COCCOC(=O)C1=C(C)OC(N)=C(C#N)C1c1ccco1 (centres undefined)
 : 10	5
Cc1cccc(Nc2nc(N)nc(CN3CCN(Cc4ccc5c(c4)OCO5)CC3)n2)c1
 : 7	-3
COc1ccc(/C(O)=C2/C(=O)C(=O)N(CCCC(=O)O)C2c2ccc(OC)c(OC)c2)cc1 (centres undefined)
 : 11	7
Cc1ccc(-c2cnc(NC(=O)CCC(=O)N3CCCCC3)n2C)cc1
 : 8	2

# Whole records, looked up by structure. Values in the order: TNAP inh Pi | TNAP inh pNP
# `COc1ccc(-c2nsc3c(N4CCN(S(=O)(=O)c5ccccc5)CC4)ncnc23)cc1` across the screens: 12 | 2
# `Cc1ccc2c(c1)c1c3n2CCN(C(=O)CN2CCN(C)CC2)C3CCC1` (centres undefined) across the screens: -4 | 4

# Assay outcomes as filed in PubChem BioAssay.

# Some of the compounds tested (hit frequency here may not be typical).
